# Pf growth 48h: P. falciparum growth inhibition at 48 hours (one generation); AID 504832; P. falciparum luciferase growth in erythrocytes, 48 h; 310,000 tested, 5.9% active; Potency, µM (titrated, usually from 28.7 µM), without a hit: at the top dose activity change, negative = inhibition, usual class: inhibitors; note: potency is the fitted concentration of half-maximal effect; % is set by controls: 0 for no effect and ±100 for the full control effect
#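 Luciferase-expressing parasites in RBCs, 2% Hct / 0.1% parasitemia final; RPMI 1640 + 0.5% Albumax; 37 C, 5% CO2, one generation; luminescence read-out, lower signal = inhibition.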
# CHX counter: affects cycloheximide protein synthesis inhibition readout, counter-screen; cell reporter, cycloheximide protein synthesis inhibition counterscreen; max response, %; 300,000 tested, 12% active; AID 2314; in the data active = max response mostly above about 13%, no sharp cut-off; inactive = mostly below about 14%; note: read at 38.3 µM for the half of the compounds with a filed dose; 0% is about no effect
# Shiga toxin inh: Shiga toxin inhibition; Vero cells, Shiga toxin protein synthesis inhibition reporter; inhibition, % at 38.7 µM; 290,000 tested, 9.2% active; in the data active = inhibition mostly above about 28%, no sharp cut-off; inactive = mostly below about 43%; note: 0% is about no effect
# HCV inhibitor: inhibitors of hepatitis C virus infection; Huh7.5.1 HCVcc-Cre infection, luciferase reporter, 44 h; Potency, µM (top dose mostly 41.8 µM), inactives show top-dose activity change, negative = inhibition, hits mostly inhibitors; 340,000 tested, 3.4% active; AID 651820; note: potency is the fitted concentration of half-maximal effect; % is set by controls: 0 for no effect and ±100 for the full control effect
#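 A cell-based infection assay in which seeded cells (1,000 per well) receive test compound after 4 h, are inoculated with HCVcc-Cre at approximately 0.5 moi, and are incubated 44 h before luminescence detection.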
# Pf growth 96h: P. falciparum growth inhibition at 96 hours; Potency, µM (titrated, usually from 28.7 µM), inactives show top-dose activity change, negative = inhibition, usual class: inhibitors; 320,000 tested, 6.9% active; P. falciparum luciferase reporter growth, 96 h; AID 504834; note: potency is the fitted concentration of half-maximal effect; % is set by controls: 0 for no effect and ±100 for the full control effect
#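 Delayed-death screen, second-generation endpoint: infected erythrocytes, 2% hematocrit, 0.05% parasitemia final; 96 hours at 37 C, 5% CO2; luciferase detection reagent; luminescence decrease equals reduced growth.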
# FBPA Giardia inh: blocks Giardia fructose-bisphosphate aldolase activity; A8B2U2; 290,000 tested, 0.71% active; AID 2451; purified Giardia FBPA; Potency, µM (series often up to 59.6 µM), for the others: at the top dose activity, negative = inhibition, usual class: inhibitors; note: potency is the fitted concentration of half-maximal effect; % is set by controls: 0 for no effect and ±100 for the full control effect; nearly all actives have a fitted effect of over 55% in size
# Target sequence (A8B2U2 whole entry, looked up): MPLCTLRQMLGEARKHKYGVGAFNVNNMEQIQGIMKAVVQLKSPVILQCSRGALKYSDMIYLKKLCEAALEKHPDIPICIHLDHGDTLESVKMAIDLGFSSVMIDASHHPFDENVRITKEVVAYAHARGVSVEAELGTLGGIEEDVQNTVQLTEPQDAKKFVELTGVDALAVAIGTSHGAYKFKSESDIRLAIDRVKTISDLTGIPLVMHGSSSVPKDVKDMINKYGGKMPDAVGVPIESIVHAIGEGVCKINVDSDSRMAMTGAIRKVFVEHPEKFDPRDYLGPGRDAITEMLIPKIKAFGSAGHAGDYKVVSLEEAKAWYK
#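 40 nM FBPA preincubated 10 min at RT with compound (up to 57.5 uM final), then substrate plus GAPDH/TPI/NAD/arsenate coupling and diaphorase/resazurin added. Fluorescence read after 20 min at RT, 525/598 nm.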
# Starred values were filed as active, the others as inactive; ? = inconclusive; . = no result given; [ ] = dose if it differs, or a comment. Unless noted, calls come from the whole dose curve; as a rule, active = well fitted curve in the direction sought with a large enough effect; inconclusive = small, poorly fitted or top-dose-only effect, or another doubt; inactive = no such curve, though single readings can be large; an effect the other way counts as inactive or inconclusive.
SMILES,Pf growth 48h,CHX counter,Shiga toxin inh,HCV inhibitor,Pf growth 96h,FBPA Giardia inh
CC1=C(C(=O)Nc2ccccn2)C(c2ccc3c(c2)OCO3)C2=C(CC(C)(C)CC2=O)N1 (configuration not stated),10%,16*,31,9%,-26%,2%
O=C(CCS(=O)(=O)c1cc2c(cc1Cl)NC(=O)CO2)NCc1ccccc1,27%,-4,-8,17%,?,20%
O=C(NNC(=O)c1ccccc1[N+](=O)[O-])c1cccs1,39%[activator],14,13,2%,69%[activator],2%
Nc1ccc2c(c1)C(=O)N(CCCCCC(=O)O)C2,10%,-4,-3,24%,10%,0%
Cc1ccc(C(C)C)c(OCC(=O)NNC(=O)Cn2[nH]c(=O)c3ccccc3c2=O)c1,?,.,.,17%,?,.
CCCOC(=O)c1c(N)n(Cc2cccs2)c2nc3ccccc3nc12,.,-8,-17,?,7.4µM*,-8%
O=C(CC12CC3CC(CC(Br)(C3)C1)C2)Nc1cccc(S(=O)(=O)NC2=NCCC2)c1,-8%,1,-3,6%,?,0%
COCCn1c(-c2ccc(OC)cc2)cnc1N,?,-2,14,-1%,206%[activator],?
COc1ccc(-n2c(Cc3cccn3C)nnc2SCC(=O)NC2CCCC2)cc1,-26%,-3,8,9%,2%,0%
CC1(C)NC(=O)NC2(C)NC(=O)NC(C)(C)C12 (configuration not stated),-8%,-9,-14,-6%,5%,2%
CCCCCCCCC(=O)N/N=C(\C)c1cccnc1,23%,-1,-4,8%,11%,-3%
CC1CN(c2ccc(Oc3ccccc3)cc2)c2nc3c(c(=O)[nH]c(=O)n3C)n2C1 (configuration not stated),-24%,1,4,5%,75%[activator],3%
COc1ccc(OC)c(CNc2ccc3c(c2)CCC3)c1,?,43*,66*,2%,10µM*,?
COC(=O)c1ccccc1NC(=S)NC(NC(=O)COc1ccccc1)C(Cl)(Cl)Cl (configuration not stated),?,-3,-8,0%,26%,0%
COc1ccc(N2CCN(S(=O)(=O)CCNC(=O)COc3ccc(Cl)cc3)CC2)cc1,7%,-7,10,-3%,?,6%
Cc1cc(NC(=O)CSc2nc3cc4c(cc3c(=O)n2CCc2ccccc2)OCO4)no1,-17%,9.4*,1,-9%,?,2%
O=C(NCc1ccc2c(c1)OCO2)C1CCN(c2ncccn2)CC1,10%,0,-1,7%,?,11%
CN(C)CCCNC(=O)c1ccccc1Oc1ccccc1,-4%,8,12,7%,-17%,-2%
COc1ccc(CCCc2nnc(SCC(=O)Nc3nc(C)cs3)n2C)cc1C,13µM*,-2,-13,17%,.,8%
Cc1cc(C)nc(NC=C2C(=O)OC(C)(C)OC2=O)n1,5%,-1,10,11%,27%,0%
COc1ccc(NC(=S)Nc2ccc(N)c([N+](=O)[O-])c2)cc1,21%,21*,42,-2%,.,-17%
COc1ccc(C(=O)NC2CC(C)(C)NC(C)(C)C2)cc1OC,8%,-2,3,-1%,0%,-25%
Cc1ccc([N+](=O)[O-])cc1S(=O)(=O)N1CCN(C)CC1,21%,-1,10,20%,-3%,1%
COc1ccccc1NS(=O)(=O)c1cc(C(=O)NCC(c2ccco2)N(C)C)ccc1C (configuration not stated),-19%,.,.,-24%,?,.

# Sorted by SMILES length (lowest first): twelve of the compounds above
SMILES,Pf growth 48h,CHX counter,Shiga toxin inh,HCV inhibitor,Pf growth 96h,FBPA Giardia inh
COCCn1c(-c2ccc(OC)cc2)cnc1N,?,-2,14,-1%,206%[activator],?
COc1ccc(OC)c(CNc2ccc3c(c2)CCC3)c1,?,43*,66*,2%,10µM*,?
CC1(C)NC(=O)NC2(C)NC(=O)NC(C)(C)C12 (configuration not stated),-8%,-9,-14,-6%,5%,2%
Cc1cc(C)nc(NC=C2C(=O)OC(C)(C)OC2=O)n1,5%,-1,10,11%,27%,0%
COc1ccc(C(=O)NC2CC(C)(C)NC(C)(C)C2)cc1OC,8%,-2,3,-1%,0%,-25%
Cc1ccc([N+](=O)[O-])cc1S(=O)(=O)N1CCN(C)CC1,21%,-1,10,20%,-3%,1%
O=C(CCS(=O)(=O)c1cc2c(cc1Cl)NC(=O)CO2)NCc1ccccc1,27%,-4,-8,17%,?,20%
COC(=O)c1ccccc1NC(=S)NC(NC(=O)COc1ccccc1)C(Cl)(Cl)Cl (configuration not stated),?,-3,-8,0%,26%,0%
COc1ccc(N2CCN(S(=O)(=O)CCNC(=O)COc3ccc(Cl)cc3)CC2)cc1,7%,-7,10,-3%,?,6%
CC1CN(c2ccc(Oc3ccccc3)cc2)c2nc3c(c(=O)[nH]c(=O)n3C)n2C1 (configuration not stated),-24%,1,4,5%,75%[activator],3%
Cc1ccc(C(C)C)c(OCC(=O)NNC(=O)Cn2[nH]c(=O)c3ccccc3c2=O)c1,?,.,.,17%,?,.
O=C(CC12CC3CC(CC(Br)(C3)C1)C2)Nc1cccc(S(=O)(=O)NC2=NCCC2)c1,-8%,1,-3,6%,?,0%

# Going on with the list.
SMILES,Pf growth 48h,CHX counter,Shiga toxin inh,HCV inhibitor,Pf growth 96h,FBPA Giardia inh
O=C(CCCOc1ccc(Br)cc1)NCCc1ccc(OC(F)F)cc1,-6%,7,-6,-14%,-1%,4%
CN1CCN(C(=S)c2ccc(-c3cccc([N+](=O)[O-])c3)o2)CC1,231%[activator],51*,102*,-28%,206%[activator],-10%
COc1ccc(C(CNC(=O)COc2c(C)cc(C)cc2C)N2CCOCC2)cc1 (configuration not stated),?,.,.,?,?,.
COc1ccc(OC)c(NC(=O)CSc2ccc3nnc(-c4cccnc4)n3n2)c1,?,8,13,24%,12µM*,0%
c1ccc(-c2nc(N3CCCCC3)nc3ccccc23)cc1,?,-1,-4,?,?,-5%
COc1cc(NC(=O)c2cccs2)c(C(=O)OCC(=O)NC(=O)NC(C)(C)C)cc1OC,.,-1,-10,-2%,-19%,-5%
Cn1c(-c2c(N)n(C3CCCC3)c3nc4ccccc4nc23)nc2ccccc21,12µM*,-5,-12,?,8.3µM*,26%
CCCOC1CCCN(C(=O)CCc2nnc(Cc3cccc(C)c3)o2)C1 (configuration not stated),-1%,47*,95*,4%,22%,-2%
C[C@]12C(=O)N(c3ccccc3)C(=O)N1[C@@H]1c3ccccc3OC[C@@H]1[C@H]2c1ccccc1,?,8,6,?,4%,5%
CCn1c(C(=O)O)c(CC(=O)Nc2ccccc2F)c2ccccc21,-1%,1,2,9%,46%[activator],24%
CN1CCN(C(=O)c2cccn(Cc3c(Cl)cccc3Cl)c2=O)CC1,-3%[0.00184 µM],-6,-5,6%,-21%,-1%
CCOC(=O)c1ccc(NC(=O)c2nc[nH]c2C(=O)N[C@@H](CC(C)C)C(=O)OCc2ccccc2)cc1,?,6,21,-19%[8.37 µM],-1%,?
Cc1no[n+]([O-])c1COc1ccccc1/C=N/n1nnnc1N,-16%,-3,-11,?,?,1%
O/N=C1\CCCc2ccc3ccccc3c21,2%,6,35,11%,23%,-22%
Cc1[nH][nH]c(=O)c1C(c1c(C)[nH][nH]c1=O)c1cn(C)c2ccccc12,10µM*,6,10,4%,15%,2.8µM*
COC(=O)c1c(NC(=O)c2ccccc2C(=O)O)sc2c1CCC2,26%,-4,.,1%,-14%,-4%
Cc1ccc(C(C(=O)NCc2ccc(F)cc2)N(CCCO)C(=O)C2COc3ccccc3O2)o1 (configuration not stated),?,-3,15,1%,119%[activator],-3%
O=C(NCCN1CCN(c2ccccc2)CC1)C1CCN(S(=O)(=O)c2cccs2)CC1,0%,10,-3,-10%,250%[activator],6%
Nc1nonc1-n1nnc(C(=O)N/N=C/c2ccncc2)c1-c1ccccc1,5%,-6,-5,15%,-12%,1%
CCNc1nc(NCC)n2c(SCC(=O)Nc3cccc(F)c3)nnc2n1,?,.,.,-7%,-23%,.
COc1ccc(C2C(C(C)=O)=C(C)Nc3ncnn32)cc1[N+](=O)[O-] (configuration not stated),-21%[0.00184 µM],-1,4,5%,4.1µM*,2%
CCCCn1c(N)c(N(CCC(C)C)C(=O)c2ccc3c(c2)OCCO3)c(=O)[nH]c1=O,?,.,.,9%,6%,.
Cc1ccc(C(=O)CC(C(=O)O)n2cnc([N+](=O)[O-])n2)cc1 (configuration not stated),9%,0,-4,7%,?,3%
Fc1ccccc1-c1nc(-c2cnccc2C(F)(F)F)no1,?,15*,34,2%,?,4%
O=C(CCc1ccc(S(=O)(=O)NCc2ccccc2)cc1)NCc1ccco1,0%,1,21,24%,-27%,4%
Clc1ccc(-c2n[nH]c3c2CCC3)cc1Cl,38%[activator],9,33,-17%,40%[activator],3%
Cc1[nH]c2c(C)cccc2c1CCNC(=O)c1ccc2c(c1[N+](=O)[O-])C(=O)c1ccccc1C2=O,12µM*,2,29,?,?,?
Cc1ccc(N(NC(=O)C(O)(c2ccccc2)c2ccccc2)C(=O)CCl)cc1,5.2µM*,-9,-9,3.2µM*,?,2%
Cc1ccnc2nc(C(=O)NCc3cccs3)nn12,46%[activator],2,10,2%,13%,-4%
CCN(CC(=O)Nc1c(F)cccc1F)C(=O)C1CC(=O)N(CCc2ccc(OC)c(OC)c2)C1 (configuration not stated),-20%,.,.,-2%,-24%,.
Cc1cccc(Cn2nc(C)c(NC(=O)c3ccc(F)cc3)c2C)c1,-21%,1,-11,-10%,?,5%
Cc1cccc(C)c1NC(=O)CNC(=O)CN1C(=O)NC2(CCc3ccccc32)C1=O (configuration not stated),1%,.,.,1%,11%,.
Cc1ccc(C)c(S(=O)(=O)NCCCn2ccnc2)c1,8%,-3,2,26%,44%[activator],-5%
CC(C)c1ccc(NNC(=O)C2CCC2)cc1,9%,-1,8,-4%,10%,0%
COc1cccc(-c2nc(CCl)cs2)c1OC,6%,12,47,14%,30%[activator],-20%
Cc1sc2ncnc(OCC(=O)NC(C)C)c2c1C,?,-4,18,9%,-9%,-1%
CC(C)(C)C(=O)OC[N+](C)(C)CCOC(=O)C(O)(c1ccccc1)C1CCCC1 (configuration not stated),-22%,-2,-11,-2%,30%[activator],1%
O=C(NN1c2ccccc2CCc2ccccc21)c1ccccc1Br,?,-4,-20,2%,12µM*,1%
O=C(c1ccco1)N1CCN(S(=O)(=O)c2ccc([N+](=O)[O-])cc2)CC1,-11%,-3,-7,10%,18%,-4%
O=C(O)c1ncn(Cc2ccccc2)c1C(=O)O,9%,-4,-2,-6%,.,7.9µM*
CN1CCN(C(=O)C(=O)c2cn(CC(=O)N3CCCC3)c3ccccc23)CC1,0%,-3,-13,11%,-2%,7%
O=S(=O)(c1ccc(Cl)s1)N1CCc2ccccc2C1,-17%,-6,25,?,?,6%
COc1ccccc1-n1cnc2cc(NCc3cccs3)ccc21,-17%,23*,44*,?,.,-5%
O=C(NC1CCCN(Cc2ccc(Cl)cc2)C1)c1c(F)ccc(F)c1F (configuration not stated),-12%,-3,-10,-13%,4.7µM*,4%
CCN(CC)C(=O)c1nn(Cc2ccccc2)c(=O)c2ccccc12,-8%,-1,-5,4%,?,.
CCOC(=O)c1cc2c(N)c(C(=O)c3cc(C#N)c(SC)nc3C)sc2nc1C,16%,1,2,?,-3%,2%
CCN(CC)C(=O)c1sc(NC(=O)c2ccc(OC)c([N+](=O)[O-])c2)c(C#N)c1C,-14%,-3,-13,5%,-2%,3%
Cc1cc(-c2cc(C(=O)NC3CCCC3)on2)nc(NC2CCCC2)n1,?,-5,-7,-9%,?,8%
CC(C)CCC(CCNCc1ccccn1)c1ccc(Cl)cc1 (configuration not stated),3.3µM*,-2,-6,-29%,3.3µM*,4%

# Source: PubChem BioAssay (National Center for Advancing Translational Sciences (NCATS))
